Source: PubChem BioAssay (National Center for Advancing Translational Sciences (NCATS))
Pf growth 48h = inhibits P. falciparum growth in the first generation, 48 h | Potency, µM (titrated, usually from 28.7 µM), for the others: at the highest dose activity change, negative = inhibition, usual class: inhibitors | actives 5.9% (n = 310,000) | P. falciparum luciferase growth in erythrocytes, 48 h; note: potency is the fitted concentration of half-maximal effect; % is set by controls: 0 for no effect and ±100 for the full control effect
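Growth was read as firefly luciferase luminescence after a 48 h, 37 C, 5% CO2 exposure of compounds to reporter-bearing P. falciparum cultures (0.1% parasitemia, 2% hematocrit final) in Albumax-supplemented RPMI 1640.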
AmpC inh no detg = blocks E. coli AmpC beta-lactamase in detergent-free assay; AmpC nitrocefin hydrolysis, absorbance 480 nm, 0.0001% Triton; Potency, µM (titrated, usually from 57.1 µM), for the others: at the top dose activity change, negative = inhibition, hits mostly inhibitors; AID 485341; P00811; actives 0.52% (n = 330,000);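 note: potency is the fitted concentration of half-maximal effect; plate controls were no compound for no effect and no enzyme for full effect; nearly all actives have a fitted effect of over 20% in size; some results filed as inactive show a strong effect at the top dose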
Target sequence (P00811 whole entry, looked up): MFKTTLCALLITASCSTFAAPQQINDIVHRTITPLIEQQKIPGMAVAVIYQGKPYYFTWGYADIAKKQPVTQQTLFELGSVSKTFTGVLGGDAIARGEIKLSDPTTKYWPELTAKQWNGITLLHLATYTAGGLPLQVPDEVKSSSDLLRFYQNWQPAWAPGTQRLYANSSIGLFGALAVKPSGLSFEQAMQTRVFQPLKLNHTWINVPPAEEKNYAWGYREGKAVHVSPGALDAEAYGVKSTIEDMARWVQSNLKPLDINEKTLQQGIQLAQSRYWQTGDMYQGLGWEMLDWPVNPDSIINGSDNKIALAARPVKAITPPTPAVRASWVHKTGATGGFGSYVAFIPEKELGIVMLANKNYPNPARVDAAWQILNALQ
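AmpC (5.3 nM in the dispensed reagent) in 20 mM phosphate pH 7.0 with 0.01% (detergent screen) or 0.0001% Triton X-100 was preincubated with compounds for 15 min at room temperature. Nitrocefin was then added from an 800 uM solution, and hydrolysis was followed at 480 nm.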
Shiga inhibitor = inhibitors of Shiga toxin in Vero cells | Vero cells, Shiga toxin protein synthesis inhibition reporter | inhibition, % at 38.7 µM | actives 9.2% (n = 290,000); in the data active = inhibition mostly above about 28%, no sharp cut-off; inactive = mostly below about 43%; note: 0% is about no effect
TbPYK inhibitor = inhibitors of Trypanosoma brucei pyruvate kinase; Q57TT1; TbPYK enzyme, Kinase-Glo Plus ATP luminescence, 45 min; Potency, µM (top dose mostly 76.8 µM), inactives show at the top dose activity, negative = inhibition, hits mostly inhibitors; actives 0.12% (n = 410,000); AID 624173; note: potency is the fitted concentration of half-maximal effect; % is set by controls: 0 for no effect and ±100 for the full control effect; nearly all actives have a fitted effect of over 50% in size
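Glycolytic pyruvate kinase of T. brucei was incubated with substrate, test compound and 130 uM ADP for 45 minutes at room temperature. Luminescent Kinase-Glo Plus signal was measured after 10 minutes.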
LmPK inhibitor = blocks Leishmania mexicana pyruvate kinase activity; Q27686; purified LmPK, Kinase-Glo ATP luminescence, 1 h; Potency, µM (doses to about 57.5 µM), inactives show top-dose activity change, negative = inhibition, most hits filed as inhibitors; actives 0.37% (n = 290,000); AID 1721; note: potency is the fitted concentration of half-maximal effect; % is set by controls: 0 for no effect and ±100 for the full control effect
Target sequence (Q27686 whole entry, looked up): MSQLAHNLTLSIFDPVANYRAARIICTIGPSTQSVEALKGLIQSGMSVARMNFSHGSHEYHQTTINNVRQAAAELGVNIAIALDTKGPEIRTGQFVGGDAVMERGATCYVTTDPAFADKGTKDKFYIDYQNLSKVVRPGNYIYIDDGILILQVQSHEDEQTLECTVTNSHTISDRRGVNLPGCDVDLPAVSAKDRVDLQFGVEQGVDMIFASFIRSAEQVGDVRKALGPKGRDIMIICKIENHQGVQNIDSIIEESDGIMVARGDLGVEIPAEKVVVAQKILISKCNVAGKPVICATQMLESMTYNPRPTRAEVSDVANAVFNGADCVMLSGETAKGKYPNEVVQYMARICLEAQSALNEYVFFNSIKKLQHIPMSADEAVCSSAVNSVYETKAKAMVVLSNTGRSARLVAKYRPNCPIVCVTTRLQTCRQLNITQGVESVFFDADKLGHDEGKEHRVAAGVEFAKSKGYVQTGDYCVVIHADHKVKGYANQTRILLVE
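Screened at intermediate enzyme activity to detect both inhibitors and activators: LmPK at 0.1 nM, with a 0.5 nM enzyme column as activation reference. PEP 0.5 mM, ADP 0.1 mM; ATP detected by luminescence after 1 h.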
CHX counter = counter-screen hit for Shiga toxin inhibitors, cycloheximide. AID 2314. cell reporter, cycloheximide protein synthesis inhibition counterscreen. max response, %. actives 12% (n = 300,000); in the data active = max response mostly above about 13%, no sharp cut-off; inactive = mostly below about 14%; note: read at 38.3 µM for the half of the compounds with a filed dose; 0% is about no effect
Pf growth 96h = inhibits malaria parasite growth, 96 h; actives 6.9% (n = 320,000); P. falciparum luciferase reporter growth, 96 h; Potency, µM (top dose mostly 28.7 µM), for the others: at the top dose activity change, negative = inhibition, most hits filed as inhibitors; note: potency is the fitted concentration of half-maximal effect; % is set by controls: 0 for no effect and ±100 for the full control effect
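Erythrocytes infected with luciferase-expressing P. falciparum were dispensed at 2% hematocrit and 0.05% parasitemia (final), then incubated with compounds 96 hours at 37 C in 5% CO2. Luminescence after detection reagent addition reported growth.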
Numbers without * were called inactive; ? = inconclusive; / = not tested or not shown; [ ] = remark or other dose. Unless noted, calls come from the whole dose curve; as a rule, active = well fitted curve in the direction sought with a large enough effect; inconclusive = small, poorly fitted or top-dose-only effect, or another doubt; inactive = no such curve, though single readings can be large; an effect the other way counts as inactive or inconclusive.

SMILES | Pf growth 48h | AmpC inh no detg | Shiga inhibitor | TbPYK inhibitor | LmPK inhibitor | CHX counter | Pf growth 96h
CC1(N(O)/C=C2\C=CC=CC2=O)CCCCC1=O (stereo not drawn) | 43%[activator] | -6% | 10 | 0% | 0% | 2 | 21%
Cc1cc(=O)oc2c(C)c(OCC(=O)NCCCn3ccnc3)ccc12 | 7% | -11% | -9 | -4% | 5% | -5 | -1%
CCc1nnc(NC(=O)CSc2nnc(C)n2CC2CCCO2)s1 (stereo not drawn) | 6% | -21% | -21 | -3% | 0% | -4 | 1%
Cc1ccccc1N1CCN(Cc2cccc(C(=O)O)c2)CC1 | -4% | -12% | -15 | 10% | 7% | -7 | 33%[activator]
O=C(CCC(=O)Nc1nnc(C2CCCCC2)s1)NCc1ccc(F)cc1 | 38%[activator] | -7% | -5 | 1% | 1% | 8 | 11%
O=C(Nc1ccccc1)c1cc(S(=O)(=O)NCc2ccncc2)ccc1Cl | -6% | -23% | -3 | 11% | -4% | 1 | 12µM*
CCN(CC)C(=O)CN(c1cccc(C(F)(F)F)c1)S(C)(=O)=O | 1% | 15% | -13 | 1% | 4% | -5 | /
COc1cccc(C(=O)c2c[nH]c(C(=O)NCc3ccco3)c2)c1 | 24% | -21% | 18 | 0% | 3% | 23* | -20%
Cc1ccc(Oc2ccc(Cl)cc2NC(=O)c2cnccn2)cc1 | ? | -6% | 19 | -12% | -1% | 5 | /
O=S(=O)(NCC1CCCO1)c1cc(Cl)ccc1Cl (stereo not drawn) | / | -2% | -8 | -9% | -8% | -3 | -2%
FC(F)(F)COc1nc(N2CCOCC2)nc(N(c2ccccc2)c2ccccc2)n1 | 3.3µM* | 67%[activator] | -2 | 1% | 7% | 0 | 24%
COc1cc(-c2nnc(SCC(=O)Nc3cc(C)on3)n2C)cc(OC)c1O | 14% | -8% | -13 | -2% | 2% | -8 | -7%
O=C(Nc1cc(Cl)ccc1-n1cncn1)c1ccc([N+](=O)[O-])s1 | ? | -19% | -23 | -17% | -8% | 19* | ?
Cc1c(C)n(-c2ccccc2)c2ncnc(NCCCN(C)C)c12 | 16% | 16% | -3 | 2% | 1% | -4 | -11%
CCOC(=O)C(C)Sc1ncc(-c2ccccc2)cn1 (stereo not drawn) | ? | -6% | 70* | -2% | -1% | 58* | -13%
O=C(C1=NN[C@@H]2C(=O)N(c3cccc(F)c3)C(=O)[C@H]12)C(c1ccccc1)c1ccccc1 | -14% | -29% | -10 | -4% | 3% | -4 | -37%
Cc1cc(NC(=O)CCc2ccccc2)c([N+](=O)[O-])cc1C | 32%[activator] | -25% | -2 | -2% | 3% | 36* | 0%
COc1ccccc1C(=O)N/C(=N/c1nc(C)cc(C)n1)Nc1ccccc1 | 0% | 152%[activator] | 16 | 1% | 3% | 12* | 7%
COc1cc2c(cc1OC)CN(C(=O)CN1CCN(S(=O)(=O)c3ccccc3Br)CC1)CC2 | ? | 136%[activator] | 69* | 0% | 1% | 17* | 11%
Cc1ccc(COCC(CC(C)C)N2CCN(C(=O)c3cccc(C(F)(F)F)c3)CCC2=O)cc1 (stereo not drawn) | ? | 204%[activator] | -15 | -3% | 1% | -3 | ?
Cn1cnc2cc(NS(=O)(=O)c3ccc(Br)cc3)ccc21 | -2% | / | -13 | 1% | 2% | -3 | 7%
Cc1ccc(SCc2cn3cccnc3n2)cc1 | 85%[activator] | -13% | 57* | -5% | 2% | 41* | 100%[activator]
O=C(CSc1nc(-c2ccccc2)cc(=O)[nH]1)Nc1ccccn1 | 33% | -16% | 4 | -5% | 2% | 1 | -40%
Cc1nc2cc(C(F)(F)F)ccc2n1C1CCN(Cc2nnnn2Cc2cccs2)CC1 | 9.3µM* | 175%[activator] | 23 | -19% | 8% | -3 | -89%
CC(C)CNS(=O)(=O)c1cc(C(=O)OCC(=O)c2ccc3c(c2)OCCO3)c(Cl)cc1Cl | 7% | -42% | -3 | -1% | -1% | -3 | -1%
COc1ccccc1CCN1CCCC(CN(C)C(=O)c2ccc3nc[nH]c3c2)C1 (stereo not drawn) | -18% | -1% | -10 | 4% | -1% | 13 | 3%
O=C(NNC(=S)Nc1ccccc1C(F)(F)F)c1ccc(Br)o1 | 44%[activator] | -25% | 101* | -2% | 6% | 30* | 82%[activator]
CCCN(CCC)S(=O)(=O)c1ccc(C(=O)NCc2ccc3c(c2)OCO3)cc1 | / | -22% | -19 | 3% | 4% | -6 | -6%
Cc1cccc2cc(CN(C(=O)c3cccs3)c3ccccc3)c(=O)[nH]c12 | -1% | -37% | 8 | 4% | 4% | -2 | 11%
Cc1ccc(NC(=O)Cn2cccc2)cc1Cl | 24% | -24% | -1 | 1% | 4% | 8 | ?
CC(C)NC(=O)c1c(O)c2cccc3c2n(c1=O)CCC3 | 34%[activator] | -20% | / | 6% | -3% | -2 | -5%
CC(C)c1ccccc1NCC(=O)N1CCN(Cc2ccccc2)CC1 | -9% | 99%[activator] | 21 | 1% | 7% | 5 | -24%
COc1ccccc1CNC(=O)C1(C)Oc2cccnc2NC1=O (stereo not drawn) | 2% | -26% | 28 | 3% | 2% | 6 | 47%[activator]
COc1ccc(S(=O)(=O)N(C)c2ccc(C(=O)NCc3ccco3)cc2)cc1 | -26% | -14% | -21 | -7% | -1% | 1 | -10%
Cc1cccc(NC(=O)c2ccc(N3C(=O)C4C5C=CC(C6CC56)C4C3=O)cc2)c1 (stereo not drawn) | ? | -12% | -1 | -2% | 1% | 1 | 43%[activator]
Fc1ccc(/C=N/N2CCCCC2)c(F)c1 | -1% | -13% | -6 | 0% | 4% | 4 | -4%
Cc1ccnc(OC(C(=O)O)C(OCCc2ccccc2)(c2ccccc2)c2ccccc2)n1 (stereo not drawn) | ? | -9% | -13 | -6% | -3% | -2 | -23%
Cc1cc(N2CCN(C(=O)c3ccco3)CC2)n2ncc(-c3ccccc3)c2n1 | ? | 159%[activator] | 64* | 1% | 4% | 31* | -14%
O=C(CCn1c(=S)oc2ccccc21)NC1CCCCC1 | -7% | -9% | -5 | 4% | 8% | -1 | 16%
CN1/C(=C/C=N/NC(=O)c2ccc([N+](=O)[O-])cc2)C(C)(C)c2ccccc21 | 3% | -24% | -6 | 0% | -15% | -4 | 233%[activator]
Cc1sc2nc(CSCC(=O)N(CCC#N)c3ccccc3)[nH]c(=O)c2c1C | ? | 9% | 5 | 2% | 8% | 10 | ?
S=C(NC1CCCC1)N1CCN(c2cccc(Cl)c2)CC1 | -4% | -34% | -11 | -7% | 6% | 1 | 3%
O=C(/C=C/c1ccc(O)c(O)c1)OCCc1ccccc1 | / | / | 80* | -21% | / | 64* | /
O=C(CCCOc1ccccc1)Nc1cccnc1 | -4% | -16% | -4 | 6% | 0% | -2 | ?
N#Cc1cccc(NC(=O)Nc2cccs2)c1 | ? | ? | 20 | 2% | -2% | -2 | /

Full records, quoted from the list. Values in the order: Pf growth 48h | AmpC inh no detg | Shiga inhibitor | TbPYK inhibitor | LmPK inhibitor | CHX counter | Pf growth 96h
Entry for Fc1ccc(/C=N/N2CCCCC2)c(F)c1 → -1% | -13% | -6 | 0% | 4% | 4 | -4%
Entry for N#Cc1cccc(NC(=O)Nc2cccs2)c1 → ? | ? | 20 | 2% | -2% | -2 | /
Entry for O=C(CCCOc1ccccc1)Nc1cccnc1 → -4% | -16% | -4 | 6% | 0% | -2 | ?
Entry for CN1/C(=C/C=N/NC(=O)c2ccc([N+](=O)[O-])cc2)C(C)(C)c2ccccc21 → 3% | -24% | -6 | 0% | -15% | -4 | 233%[activator]
Entry for Cc1cc(N2CCN(C(=O)c3ccco3)CC2)n2ncc(-c3ccccc3)c2n1 → ? | 159%[activator] | 64* | 1% | 4% | 31* | -14%

Next entries follow:
SMILES | Pf growth 48h | AmpC inh no detg | Shiga inhibitor | TbPYK inhibitor | LmPK inhibitor | CHX counter | Pf growth 96h
COc1ccc(CNC(=O)C(=O)NCCC2CCCCN2S(=O)(=O)c2ccccc2)cc1 (stereo not drawn) | 12µM* | -6% | / | -14% | / | / | ?
COc1cc2c(cc1OC)/C(=C/C#N)NC(C)(C)C2 | 9.3µM* | 83%[activator] | -9 | -18% | 2% | -4 | ?
Cc1ccc(C)c(NS(=O)(=O)c2cc(C(N)=O)ccc2C)c1 | -13% | -6% | -10 | -9% | 0% | 9 | /
COC(=O)C1=C(C)N(C)C(=O)NC1c1cc(Cl)c(O)c(OC)c1 (stereo not drawn) | / | -15% | -7 | -7% | -2% | -6 | -6%
COc1ccc(OC)c(S(=O)(=O)N2CCCC(C(=O)NCCc3ccccc3)C2)c1 (stereo not drawn) | ? | 60% | 9 | 0% | -7% | 9 | -4%
CN1CCC(O)(c2cccs2)C(C(=O)c2cccs2)C1 (stereo not drawn) | 3% | -13% | 9 | -18% | -1% | -1 | 45%[activator]
CCN1CCN(c2oc(COc3ccc(-c4ccccc4)cc3)nc2C#N)CC1 | ? | 164%[activator] | 2 | -3% | 4% | 20* | ?
CCOC(=O)C(Cc1c[nH]c2ccccc12)NC(=O)c1ccco1 (stereo not drawn) | 23% | -18% | 5 | 9% | -3% | -2 | -7%
Cc1cc2nc(CN(C)Cc3c(C(=O)N(C)C)nc4ccc(Cl)cn34)[nH]c2cc1C | -60% | 121%[activator] | -11 | 5% | 11% | 1 | 0%
COc1ccc(C(=O)N/N=C(\c2ccccc2)c2ccccn2)cc1 | 2.6µM* | -33% | 53* | -4% | 1% | 16 | 3.7µM*
OC(CNc1nc(C(F)(F)F)nc2ccccc12)c1ccccc1 (stereo not drawn) | ? | -23% | 18 | 6% | -2% | -2 | ?
C[C@]12CCC3[C@@H](CCC4=CC(=O)CC[C@@]43CO)C1CCC2=O (stereo partly drawn) | 17% | -7% | 14 | -3% | 0% | -3 | 6%

Results in Shiga inhibitor (two entries from above):
SMILES,Shiga inhibitor
CN1/C(=C/C=N/NC(=O)c2ccc([N+](=O)[O-])cc2)C(C)(C)c2ccccc21,-6
COc1ccccc1C(=O)N/C(=N/c1nc(C)cc(C)n1)Nc1ccccc1,16
